Bioassay records from PubChem BioAssay.
CCT modulator = cytosolic chaperonin activity modulation. AID 651819. 360,000 tested, 0.3% active. activity change, % (no concentration beside the values), hits read low. purified chaperonin ATPase assay, HTRF ADP detection, 30 min; in the data active = activity change below about -30%; note: % is set by controls: 0 for no effect and ±100 for the full control effect
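We incubate TRiC, 40 or 20 nM final, with library compounds at 76 uM and 10 uM ATP for 30 min at 37 °C. ADP formed is detected with Transcreener HTRF reagents after 30 min at room temperature.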
EPAC1 ag = activates human EPAC1 exchange factor. O95398. EPAC1 agonist qHTS, biochemical assay; response scale: 100% = response to 6.5 mM cAMP. Potency, µM (top dose mostly 154 µM), inactives show at the top dose activation, usual class: activators. 360,000 tested, 0.073% active; note: potency is the fitted concentration of half-maximal effect; nearly all actives have a fitted effect of over 60% in size
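Multi-concentration qHTS readout: loss of Rap1B-bound BODIPY-GDP fluorescence driven by 100 nM EPAC1 with excess GDP (50 uM), monitored kinetically at room temperature; agonist response expressed relative to 6.5 mM cAMP.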
EPAC1 antagonist = blocks human EPAC1 exchange factor; O95398; EPAC1 GEF assay, Rap1b-BODIPY-GDP exchange fluorescence; Potency, µM (series often up to 115 µM), inactives show at the highest dose activity change, negative = inhibition, usual class: inhibitors; 360,000 tested, 0.14% active; AID 720709;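 note: potency is the fitted concentration of half-maximal effect; plate controls were vehicle for no effect and positive control for full effect; nearly all actives have a fitted effect of over 50% in size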
PI5P4K alpha inh = inhibitors of human PI5P4K alpha | 330,000 tested, 1.2% active | AID 652105 | PI5P4Kalpha enzyme, ADP-Glo luminescence, 60 min; stronger effect = lower value | max response, %; active = max response of -50% or lower; inconclusive = between -30% and -50%; inactive = -30% or higher; note: value at the top dose of about 77 µM; % is set by controls: 0 for no effect and ±100 for the full control effect
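Quantitative HTS of the MLSMR library against PI5P4Kalpha with substrate. ATP added last at 5 microM final; room temperature, 60 minutes. Remaining ATP depleted, ADP converted and read as luminescence.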
EPAC2 antagonist = antagonists of human EPAC2 | Q8WZA2 | EPAC2 GEF exchange of Rap1B-BODIPY-GDP, fluorescence | Potency, µM (highest dose often 114 µM), inactives show top-dose activity, negative = inhibition, hits mostly inhibitors | 360,000 tested, 0.18% active; note: potency is the fitted concentration of half-maximal effect; % is set by controls: 0 for no effect and ±100 for the full control effect; nearly all actives have a fitted effect of over 45% in size; many of its hits are not listed in these tables
WRN inhibitor = blocks human WRN helicase. Q14191. WRN helicase unwinding, fluorescent forked duplex, kinetic. 360,000 tested, 0.46% active. Potency, µM (doses to about 114 µM), for inactives: at the top dose activity change, negative = inhibition, most hits filed as inhibitors; note: potency is the fitted concentration of half-maximal effect; % is set by controls: 0 for no effect and ±100 for the full control effect; nearly all actives have a fitted effect of over 55% in size
Target sequence (Q14191 whole entry, looked up): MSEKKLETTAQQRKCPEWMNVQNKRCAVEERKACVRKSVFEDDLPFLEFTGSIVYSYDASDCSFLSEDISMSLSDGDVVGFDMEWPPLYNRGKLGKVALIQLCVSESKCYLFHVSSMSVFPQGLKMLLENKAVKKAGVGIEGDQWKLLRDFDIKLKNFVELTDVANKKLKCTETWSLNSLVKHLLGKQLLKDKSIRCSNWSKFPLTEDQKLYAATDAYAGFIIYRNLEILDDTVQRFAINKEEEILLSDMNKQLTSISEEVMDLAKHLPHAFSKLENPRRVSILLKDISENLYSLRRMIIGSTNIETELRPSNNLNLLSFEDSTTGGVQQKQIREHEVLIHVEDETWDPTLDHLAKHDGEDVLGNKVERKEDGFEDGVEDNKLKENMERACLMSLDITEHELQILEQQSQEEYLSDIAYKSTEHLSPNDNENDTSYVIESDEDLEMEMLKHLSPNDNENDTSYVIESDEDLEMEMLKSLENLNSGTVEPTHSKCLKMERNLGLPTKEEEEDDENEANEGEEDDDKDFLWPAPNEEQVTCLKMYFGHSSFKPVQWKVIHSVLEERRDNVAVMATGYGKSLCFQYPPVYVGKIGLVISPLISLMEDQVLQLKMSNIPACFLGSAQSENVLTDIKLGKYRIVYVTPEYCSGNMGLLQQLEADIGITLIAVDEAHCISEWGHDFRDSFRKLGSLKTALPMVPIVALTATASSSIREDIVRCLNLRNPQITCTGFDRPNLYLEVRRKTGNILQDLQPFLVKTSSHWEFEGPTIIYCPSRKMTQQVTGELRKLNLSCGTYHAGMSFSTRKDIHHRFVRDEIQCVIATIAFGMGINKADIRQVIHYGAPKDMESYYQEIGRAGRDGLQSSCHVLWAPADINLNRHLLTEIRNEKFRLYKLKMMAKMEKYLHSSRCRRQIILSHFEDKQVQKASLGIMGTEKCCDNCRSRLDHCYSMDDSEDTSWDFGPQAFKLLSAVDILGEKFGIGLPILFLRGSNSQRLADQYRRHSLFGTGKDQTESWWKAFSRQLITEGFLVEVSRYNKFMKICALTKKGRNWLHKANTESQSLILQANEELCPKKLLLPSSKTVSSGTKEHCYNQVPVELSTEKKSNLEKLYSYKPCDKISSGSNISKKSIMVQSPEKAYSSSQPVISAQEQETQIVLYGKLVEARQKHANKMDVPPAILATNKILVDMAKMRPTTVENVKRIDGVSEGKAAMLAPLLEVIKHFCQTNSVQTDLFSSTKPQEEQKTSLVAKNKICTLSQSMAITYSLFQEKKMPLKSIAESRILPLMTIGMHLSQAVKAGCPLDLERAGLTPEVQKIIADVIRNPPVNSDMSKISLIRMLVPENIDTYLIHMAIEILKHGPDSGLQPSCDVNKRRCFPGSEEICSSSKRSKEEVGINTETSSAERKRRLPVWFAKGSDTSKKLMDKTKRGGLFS
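Enzyme (20 nM final) and test compound sit together 15 min at room temperature before substrate addition. Substrate is a single-forked duplex oligonucleotide (100 nM) labelled with fluorophore and quencher, with 2 mM ATP; helicase unwinding raises red fluorescence, read kinetically.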
PLK1 PBD block = inhibitors of human PLK1 polo-box domain binding. Potency, µM, without a hit: max response, negative = inhibition, hits mostly inhibitors. Plk1 PBD binding of FITC phosphopeptide, fluorescence polarization. 360,000 tested, 2.8% active; note: potency is the fitted concentration of half-maximal effect; series mostly up to about 57 µM; % is set by controls: 0 for no effect and ±100 for the full control effect; nearly all actives have a fitted effect of over 65% in size
MmCpn inh = M. maripaludis TRiC chaperonin inhibition. purified Mm-Cpn ATPase, ADP Transcreener TR-FRET. Potency, µM (doses to about 76.9 µM), without a hit: at the highest dose activity, negative = inhibition, actives largely listed as inhibitors. 330,000 tested, 0.031% active; note: potency is the fitted concentration of half-maximal effect; % is set by controls: 0 for no effect and ±100 for the full control effect; nearly all actives have a fitted effect of over 80% in size
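Quantitative HTS used 25 nM Mm-CPN and 10 uM ATP in magnesium/KCl Tris buffer, pH 7.4, with 1 mM DTT. Hydrolysis ran 30 min at 37°C; ADP was read by HTRF.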
* = called active by the depositor; ? = inconclusive; nt = not tested or not shown; [ ] = dose if it differs, or a comment. Unless noted, calls come from the whole dose curve; as a rule, active = well fitted curve in the direction sought with a large enough effect; inconclusive = small, poorly fitted or top-dose-only effect, or another doubt; inactive = no such curve, though single readings can be large; an effect the other way counts as inactive or inconclusive. The list is partial; count on the stated rates, not on these rows.

SMILES	CCT modulator	EPAC1 ag	EPAC1 antagonist	PI5P4K alpha inh	EPAC2 antagonist	WRN inhibitor	PLK1 PBD block	MmCpn inh
Cc1cccc(C)c1OCC(=O)Nc1cccc(NC(=O)c2ccco2)c1	-10.0	3.0%	-8.8%	4.8	-6.1%	-11.5%	-1.8%	-0.1%
COc1ccc(-n2nnc3c(=O)n(CC(=O)N4CCCCC4)cnc32)cc1	-0.9	-17.7%	-3.8%	-8.0	0.8%	2.5%	-4.8%	-0.1%
COc1ccc(OC)c(NC(=O)CN(c2ccc(C)cc2)S(=O)(=O)c2c(C)n[nH]c2C)c1	0.6	-2.7%	-16.1%	3.9	-16.0%	-4.9%	-4.1%	1.5%
COC(=O)C(CC(=O)c1ccc(Cl)cc1)c1ccccc1 (stereo not drawn)	-1.4	11.6%	1.2%	-3.5	-22.6%	-17.1%	-5.2%	nt
CN(C)S(=O)(=O)c1ccc(Oc2ccc(S(=O)(=O)N(C)C)cc2)cc1	1.6	2.5%	10.2%	6.0	3.6%	7.9%	-0.2%	-0.7%
CC(C)NC(=O)C1CCN(Cc2cnn(-c3ccccc3)c2-n2cccc2)CC1	0.4	-0.9%	4.1%	-5.2	6.8%	7.2%	-5.1%	1.6%
O=C(CSc1nnc(NC(=O)c2c(F)cccc2F)s1)NCc1ccccc1	-2.4	1.0%	-0.8%	-0.8	4.3%	0.9%	-6.0%	-3.7%
N#Cc1c(NC(=O)CCCC(=O)O)sc2c1CCCCC2	-2.4	2.5%	-3.5%	0.8	3.8%	8.9%	-13.1%	-2.2%
NC(CCC(=O)O)C12CC3CC(CC(C3)C1)C2 (stereo not drawn)	1.2	1.0%	-5.2%	2.4	-3.5%	-9.4%	-10.3%	3.9%
Cc1c(Cl)c(C(=O)NC2CCCC2)nn1C	-0.2	-1.0%	5.1%	-4.0	3.7%	-1.1%	-22.9%	-0.1%
COc1ccc(N(CC(=O)NC2CCCCC2)C(=O)CCC(=O)Nc2nc(C)cs2)cc1OC	-2.4	-11.4%	?	5.2	4.8%	-0.6%[57.1 µM]	0.6%	-0.8%
C=CC[C@@H](CC(=O)N[C@H](CO)Cc1ccccc1)C(=O)N[C@H](COC(=O)[C@@H](CC=C)Cc1ccc(F)cc1)Cc1c[nH]c2ccccc12	-2.1	-9.3%	-12.8%	10.6	-11.6%	2.9%	-1.6%	1.4%
CCOc1ccc(C2CC(c3cccc(C)c3)n3ncnc3N2)cc1 (stereo not drawn)	-1.1	-8.7%	-9.7%	1.6	2.7%	15.8%	-0.7%	-2.5%
Clc1ccc(OCCN2CCOCC2)cc1	-9.7	9.6%	11.4%	7.5	10.7%	2.0%	-1.1%	-0.2%
O=c1c2cn[nH]c2[nH]c(=S)n1-c1ccccc1Cl	-2.4	2.4%	-11.0%	-16.3	6.9%	-2.8%	-21.1%	0.0%
CS(=O)(=O)N1CCN(c2nc3ccc(Cl)cc3s2)CC1	-2.6	6.7%	-9.9%	-0.2	-1.3%	-7.3%	-10.2%	1.3%
CC(C)(C)NS(=O)(=O)c1ccc(C(=O)Nc2ccc3c(c2)OCO3)cc1	-3.0	4.0%	-21.3%	2.5	-5.7%	-7.4%[57.1 µM]	6.9%	0.9%
CCOc1ccccc1N1CC(C(=O)N2CCN(Cc3ccc(C#N)cc3)CC2)CC1=O (stereo not drawn)	0.8	-8.5%	4.4%	-5.2	3.5%	6.8%	2.7%	2.2%
Cc1cccc(OCC(=O)N/N=C\c2cc3c(cc2[N+](=O)[O-])OCO3)c1C	-0.1	-3.3%	0.3%	nt	-4.5%	-8.2%	-4.3%	1.2%
Cc1nnc(SCC(=O)NC2CCCC2)s1	-1.4	5.0%	2.0%	0.7	3.3%	7.6%	-7.5%	1.1%
NC(=O)NCC(=O)N1CCN(S(=O)(=O)c2ccc(Cl)s2)CC1	1.8	10.1%	-7.6%	-1.2	0.9%	-1.9%	4.9%	0.6%
CCOC(=O)c1sc2nc(-c3ccco3)c3c(c2c1N)CC(C)(C)OC3	1.5	-4.7%	?	?	1.9%	?	?	-5.2%
COc1ccccc1CN(C)C(=O)c1cc(-c2cccs2)nc2ccccc12	1.9	15.4%	-13.0%	4.2	-0.1%	-1.1%	4.7%	-3.5%
COc1ccc(S(=O)(=O)N2Cc3ccccc3CC2C(=O)N2CCOCC2)cc1 (stereo not drawn)	-2.4	9.0%	0.3%	nt	4.0%	-3.1%[57.1 µM]	-2.1%	1.0%
O=C(O)c1cc(NCc2ccccc2C(F)(F)F)ccc1N1CCOCC1	-0.9	-5.6%	16.3%	nt	23.9%	-3.3%	-15.5%	-0.3%
COc1ccccc1N(C)S(=O)(=O)c1ccc(C(=O)Nc2nnc(C)s2)cc1	0.9	0.0%	-20.8%	5.2	-2.4%	-0.3%	0.4%	-2.9%
CCOC(=O)Cn1c(=N)n(CCOc2cccc(C)c2)c2ccccc21	-1.1	1.5%	8.6%	-3.0	-8.0%	0.9%	-5.2%	1.1%
O=C1CC(SC(=Nc2ccccc2)Nc2ccccc2)C(=O)N1c1ccc(Cl)c(Cl)c1 (stereo not drawn)	-1.6	-1.6%	-17.8%	-1.5	-17.7%	-6.0%	-15.1%	-1.1%
CSCCC(NC(=O)/C(=C/c1ccc(F)cc1)NC(C)=O)C(=O)O (stereo not drawn)	-4.3	11.8%	6.4%	2.4	-1.6%	8.2%	-10.1%	-2.2%
O=c1c2ccccc2[nH]c(=S)n1Cc1ccc2c(c1)OCO2	-0.3	-3.9%	13.8%	-5.3	2.8%	-6.3%	-6.7%	-3.4%

Continued (3 carried over from the part before).
SMILES	CCT modulator	EPAC1 ag	EPAC1 antagonist	PI5P4K alpha inh	EPAC2 antagonist	WRN inhibitor	PLK1 PBD block	MmCpn inh
O=C1CC(SC(=Nc2ccccc2)Nc2ccccc2)C(=O)N1c1ccc(Cl)c(Cl)c1 (stereo not drawn)	-1.6	-1.6%	-17.8%	-1.5	-17.7%	-6.0%	-15.1%	-1.1%
CSCCC(NC(=O)/C(=C/c1ccc(F)cc1)NC(C)=O)C(=O)O (stereo not drawn)	-4.3	11.8%	6.4%	2.4	-1.6%	8.2%	-10.1%	-2.2%
O=c1c2ccccc2[nH]c(=S)n1Cc1ccc2c(c1)OCO2	-0.3	-3.9%	13.8%	-5.3	2.8%	-6.3%	-6.7%	-3.4%
CCOc1ccc(/C=N/NC(=O)C(O)c2ccccc2)c(O)c1 (stereo not drawn)	-5.8	-7.8%	-7.7%	0.3	12.5%	4.0%	-14.1%	-1.1%
O=C1C(=O)N(Cc2cccnc2)C(c2ccc(Br)cc2)/C1=C(\O)c1ccc2c(c1)OCCO2 (stereo not drawn)	-3.0	1.3%	13.9%	-0.6	1.0%	-0.7%	-0.7%	-3.3%
COC(=O)C1CCN(CC(=O)NC(=O)NC2CCCCC2)CC1	0.4	1.9%	6.4%	-0.2	12.1%	0.7%	1.0%	-4.5%
Cc1ccc(-c2nn3c(C)nnc3s2)cc1NC(=O)c1ccco1	-0.4	17.6%	-13.3%	-13.2	5.3%	-6.7%	-7.9%	0.3%
O=C(COC(=O)c1cc(S(=O)(=O)N2CCOCC2)c(Cl)cc1Cl)Nc1ncc(C(F)(F)F)cc1Cl	-0.8	0.0%	0.0%	6.9	4.6%	-2.9%	-4.9%	-8.4%
COc1ccc2cc3cc(C(=O)NCCc4ccc(OC)c(OC)c4)oc3nc2c1	-0.3	-2.2%	-5.7%	1.0	3.8%	-5.7%	-5.3%	-9.9%
Cc1ccc(S(=O)(=O)N(C)C)cc1NC(=O)C(C)OC(=O)C1CCCC1 (stereo not drawn)	0.4	-5.1%	11.4%	-1.4	19.3%	-0.1%	-0.9%	-2.2%
COCc1cc(C)nc(OCC(=O)N/N=C/c2ccc(OC)c(O)c2)c1C#N	1.5	-1.4%	-5.7%	-12.0	-4.9%[57.1 µM]	-4.2%	-10.2%	0.4%
COc1ccc(OC(F)(F)F)cc1CC1(C)C(=O)Nc2c(Cl)ccc(Cl)c21 (stereo not drawn)	1.0	-5.2%	-2.7%	30.9	-14.7%	-10.9%	2.4%	nt
COc1ccc(N2C(=O)CC(Sc3nc(C)c4c(n3)CCCC4)C2=O)cc1 (stereo not drawn)	-6.7	14.0%	-19.7%	11.9	-3.0%	-1.5%	-13.9%	-1.9%
CCC1=NN2C(=N)/C(=C\c3cccn3-c3ccc(C)cc3C)C(=O)N=C2S1	2.0	-2.6%	?	-25.4	-14.7%	-17.6%	?	-0.4%
O=C(Nc1nccs1)c1ccc(Cl)cc1[N+](=O)[O-]	3.2	-1.0%	10.6%	nt	11.3%	-24.2%	-19.6%	-0.5%
CC(=O)C1=C(C)N2CCN=C2S1	1.0	10.8%	-13.3%	-0.7	1.3%	9.0%	-20.7%	0.9%
CCc1nnc(NC(=O)CSc2ncc(-c3ccccc3)n2C)s1	0.4	-7.1%	11.9%	nt	3.9%	4.3%	-1.5%	-0.3%
COc1ccc2c(c1)OC/C(=C/c1cccs1)C2=O	-1.2	16.2%	4.0%	14.2	-8.7%	-2.7%	-5.8%	-0.9%
CCOc1ccc(N(C)S(=O)(=O)c2ccc(C)c(C(=O)OCC(=O)c3c[nH]c4ccccc34)c2)cc1	-3.5	18.1%	-7.3%	-3.4	0.3%	-31.1%[57.1 µM]	-9.1%	-4.4%
COc1ccc(N(C(=O)c2snc(C(N)=O)c2N)C(C(=O)NC2CCCC2)c2ccc(F)cc2)c(OC)c1 (stereo not drawn)	1.5	-11.0%	-2.2%	0.1	5.3%	9.1%	-5.8%	-1.0%
O=S(=O)(Nc1nc2ccccc2nc1OCC(F)(F)F)c1cccs1	1.7	-1.0%	8.6%	1.2	-15.5%	-6.8%	?	-0.4%
COc1ccccc1CC(=O)Nc1cccc(F)c1	-1.5	2.8%	-12.1%	0.2	?	-8.0%	-4.9%	-2.4%
C=CCN(C(=O)c1ccc(Cl)cc1)c1ccccc1C(=O)NCC(=O)O	1.5	-1.9%	13.5%	1.2	1.8%	14.3%	4.6%	-3.0%
C=CCN(c1ccccc1)S(=O)(=O)c1ccc2c(c1)NC(=O)C(C)S2 (stereo not drawn)	-2.9	2.1%	-3.6%	-6.2	-20.3%	-5.4%	-1.2%	-2.9%
C=C[C@@H](c1ccccc1)[C@](C)(O)C(=O)O	nt	6.7%	-13.5%	-3.6	5.6%	6.0%	-0.6%	nt
CC(=O)Nc1cc(-c2ccccc2)cn2c(-c3ccc(F)cc3)cnc12	-1.4	-8.1%	-16.7%	3.6	-1.9%	0.6%	-9.9%	nt
FC(F)(F)c1cccc(NC(=S)N2CCN(c3ccccc3)CC2)c1	0.3	-3.6%	-2.3%	3.5	7.2%	3.3%	-3.9%	1.5%
